Screening results from PubChem.
SIRT5 inh – blocks human SIRT5 desuccinylation of peptide; Q9NXA8; Purified SirT5, succinyl-peptide AMC, trypsin-coupled fluorescence; inhibition, % at 15 µM; hit rate 1.1% among 330,000; AID 652115; in the data active = inhibition above about 15%
Target sequence (Q9NXA8 whole entry, looked up): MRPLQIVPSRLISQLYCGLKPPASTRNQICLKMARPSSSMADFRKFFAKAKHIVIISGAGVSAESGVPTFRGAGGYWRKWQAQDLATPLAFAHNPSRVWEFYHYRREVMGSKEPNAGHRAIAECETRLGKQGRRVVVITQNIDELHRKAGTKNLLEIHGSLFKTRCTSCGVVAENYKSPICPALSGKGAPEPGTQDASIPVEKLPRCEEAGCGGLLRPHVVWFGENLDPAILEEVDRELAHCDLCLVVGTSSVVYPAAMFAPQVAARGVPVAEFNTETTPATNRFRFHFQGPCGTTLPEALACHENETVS
ERp5 block – inhibitors of human ERp5; hit rate 0.05% among 350,000; ERp5 insulin aggregation, absorbance 650 nm, 90 min; inhibition, % at 9.99 µM; Q15084;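 active = mean replicate inhibition above about 25%, with every replicate also reaching it, limit read from the data, passing the limit was not always enough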
Target sequence (Q15084 whole entry, looked up): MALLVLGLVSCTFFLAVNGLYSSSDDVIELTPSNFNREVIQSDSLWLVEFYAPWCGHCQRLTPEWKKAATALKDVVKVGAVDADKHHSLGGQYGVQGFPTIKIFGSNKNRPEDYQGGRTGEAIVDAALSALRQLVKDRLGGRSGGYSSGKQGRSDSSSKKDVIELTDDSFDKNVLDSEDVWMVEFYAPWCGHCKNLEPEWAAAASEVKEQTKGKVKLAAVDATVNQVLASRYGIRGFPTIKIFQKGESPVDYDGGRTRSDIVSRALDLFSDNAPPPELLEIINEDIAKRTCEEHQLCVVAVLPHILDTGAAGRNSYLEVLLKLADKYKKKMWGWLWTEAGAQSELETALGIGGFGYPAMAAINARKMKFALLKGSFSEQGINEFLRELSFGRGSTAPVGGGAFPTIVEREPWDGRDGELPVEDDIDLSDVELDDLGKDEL
An asterisk follows results filed as active.

SMILES	SIRT5 inh	ERp5 block
O=C1CN(Cc2ccc(F)cc2)C[C@@H]2[C@H](c3ccc(Br)cc3)[C@@H](CO)N12	0	4
C[C@H]1CN(C(=O)OC(C)(C)C)CCN1c1ccc(N2CCS(=O)(=O)CC2)c(C#N)c1	0	0
CS(=O)(=O)N1CC2(C1)[C@@H](c1ccccc1)[C@@H](CO)N2CCC(F)(F)F	-6	-3
CCC(=O)N1[C@H](C#N)[C@H](c2ccccc2-c2cccc(C)c2)[C@@H]1CO	4	0
COC(=O)C1=C(C)N(Cc2cccc(C(F)(F)F)c2)C(=NCc2ccccc2C(F)(F)F)NC1c1ccccc1C(F)(F)F (stereo not drawn)	2	5
CN(C)CC#Cc1ccc([C@@H]2[C@@H](CO)N3C(=O)CN(C(=O)c4cccnc4)C[C@H]23)cc1	-5	3
O=C(Cc1ccccc1)N1CC2(C1)[C@H](c1ccccc1)[C@H](CO)N2C(=O)Cc1ccccc1	1	-5
CC(=O)NC[C@@H]1[C@@H](c2ccc(-c3cccnc3)cc2)[C@@H](CO)N1C(=O)CC1CC1	0	-4
COc1ccccc1CNc1ccc2c(c1)OC[C@H](CC(C)C)NS2(=O)=O	0	1
COc1cccc(/C=N/NC(=O)c2cc3c(OC)c(OC)ccc3[nH]2)c1OC	0	-4
Cc1ccc(S(=O)(=O)N2CCC(=O)N([C@H](COCc3cccc(Cl)c3)Cc3ccccc3)CC2)cc1	40*	0
N#CCCN(Cc1ccccc1)C(c1ccnc2ccccc12)c1nnnn1-c1ccc2c(c1)OCCO2 (stereo not drawn)	0	2
Cc1cccc(C)c1NC(=O)C(c1ccnc2ccccc12)N1CCN(C)CC1 (stereo not drawn)	6	1
O=C(C1CCC1)N1CC(=O)N2[C@H](C1)[C@H](c1ccc(-c3cccnc3)cc1)[C@@H]2CO	1	2
CN(C)C(=O)c1ccc(-c2ccc([C@@H]3[C@@H](CO)N4C(=O)CN(C(=O)C5CCCC5)C[C@@H]34)cc2)cc1	-2	-1
Cc1ccc(C2=NN=C(NC(=O)CSc3nc(C)cc(C)n3)SC2)cc1	11	0
CC(C)NC(=O)N1CC2(C1)[C@H](c1ccccc1)[C@H](CO)N2CCC(F)(F)F	3	2
CCS(=O)(=O)N1Cc2cc(C(=O)NCC3CC3)nc(-c3cccc(-c4cccnc4)c3)c2[C@H]1CCO	1	1
CCOC(=O)N1CCC(N(CCN(C)C)C(=S)Nc2ccc(OCC)cc2)CC1	0	4
O=C(c1ccc(F)cc1)N1CC(=O)N2[C@H](CO)[C@@H](c3ccc(C#CC4CCCC4)cc3)[C@@H]2C1	-3	-1
CN1C(=O)c2cc(NC(=O)C3CC3)ccc2OC[C@@H]2O[C@H](CC(=O)NCc3ccccc3F)CC[C@@H]21	-2	1
C#CCNC(=O)c1cc2cccnc2nc1N	-14	-8
O=C(Nc1ccccc1F)N1CC(=O)N2[C@@H](CO)[C@H](c3ccc(C#CC4CC4)cc3)[C@@H]2C1	3	3
COc1ccc([C@H]2C=C3CN(C(=O)OC(C)(C)C)S(=O)(=O)[C@H]3C[C@H]2OC(=O)c2cccs2)cc1	2	7
COc1ccc(-n2cc(CNCCc3cscn3)c(-c3ccccc3Cl)n2)cc1	-2	2
C[C@@H]1ON(C)[C@H]2C[C@H]3c4[nH]c5c(-c6ccc(F)cc6)cccc5c4CCN3C(=O)[C@@H]12	-2	4
COC(=O)/C(=C/c1ccco1)NC(=O)c1ccc(Br)o1	-2	-1
CN(C)C1CN(Cc2cn(Cc3ccccc3)nn2)S(=O)(=O)C1 (stereo not drawn)	-2	2
CC(=O)N1[C@@H]2c3ccc(C4=CCCC4)c(=O)n3C[C@H]1[C@H](CO)[C@H]2C(=O)NC1CCCC1	-16	1
C/C=C/c1ccc([C@@H]2[C@@H](CO)N3C(=O)CN(C(=O)Nc4ccccc4F)C[C@@H]23)cc1	2	-4

Four of the compounds above, with each value named.
mol: Cc1cccc(C)c1NC(=O)C(c1ccnc2ccccc12)N1CCN(C)CC1 (stereo not drawn)
  SIRT5 inh: 6
  ERp5 block: 1
mol: CCOC(=O)N1CCC(N(CCN(C)C)C(=S)Nc2ccc(OCC)cc2)CC1
  SIRT5 inh: 0
  ERp5 block: 4
mol: CN(C)C1CN(Cc2cn(Cc3ccccc3)nn2)S(=O)(=O)C1 (stereo not drawn)
  SIRT5 inh: -2
  ERp5 block: 2
mol: CC(C)NC(=O)N1CC2(C1)[C@H](c1ccccc1)[C@H](CO)N2CCC(F)(F)F
  SIRT5 inh: 3
  ERp5 block: 2

Structures above marked active in SIRT5 inh.
SMILES	SIRT5 inh	ERp5 block
Cc1ccc(S(=O)(=O)N2CCC(=O)N([C@H](COCc3cccc(Cl)c3)Cc3ccccc3)CC2)cc1	40*	0

The listing continues.
SMILES	SIRT5 inh	ERp5 block
Cc1nc(NC(=O)COC(=O)c2cc3c(s2)CCC(C)C3)c(Cl)cc1Cl (stereo not drawn)	-1	1
O=C(C1CCCCC1)N1CC(=O)N2[C@H](C1)[C@@H](c1ccc(-c3ccccc3F)cc1)[C@@H]2CO	0	-5
C[C@H](O)[C@@H]1C(=O)N2CCc3c([nH]c4cccc(-c5ccccc5)c34)[C@@H]2C[C@@H]1N(C)CC1CCCCC1	-3	-2
CO[C@@H]1CN(C)C(=O)c2ccc(NS(=O)(=O)c3cn(C)cn3)cc2OC[C@@H](C)NC[C@@H]1C	4	3
CCCNC(=O)N1CC2(CCN(C(=O)c3cccc(F)c3)CC2)c2c([nH]c3cc(OC)ccc23)[C@H]1CO	5	-2
O=C(NCc1ccc(F)cc1F)[C@@H]1CCCN1C(=O)[C@@H]1CCCN1C(=O)c1ccc(Cl)cc1	-6	5
O=C1Nc2ccccc2-n2nnnc2C1N1CCN(CCN2CCOCC2)CC1 (stereo not drawn)	1	-4
C[C@@H]1CN([C@H](C)CO)C(=O)c2c(c3ccccc3n2C)-c2ccccc2CO[C@@H]1CN(C)Cc1cccc(F)c1	2	0
C/C=C/c1ccccc1[C@H]1[C@H](C#N)N(c2nc(CC)cs2)[C@H]1CO	-3	7
CCCC(O)(CCC)C(=O)NN(C(=O)CCl)c1ccccc1	3	2
C/C=C/c1ccc([C@H]2[C@@H](CO)N(C(=O)C3CCCCC3)C23CN(C(=O)NC(C)C)C3)cc1	0	-1
Cc1ccc(-n2c(C)cc(C(=O)CN3CCCCC3)c2C)cc1	0	2
C[C@@H]1CN([C@H](C)CO)C(=O)Cc2cc(NS(=O)(=O)c3ccc(F)cc3)ccc2O[C@@H]1CN(C)Cc1ccc(C(=O)Nc2ccccc2N)cc1	-5	-2
O=C(C(=O)N1CCN(C(=O)OCc2ccccc2)CC1)c1cccnc1	0	10
CCOC(=O)N1CCN(Cc2nc3ccc([N+](=O)[O-])cc3c(=O)n2-c2ccc(OC)cc2OC)CC1	2	3
COc1ccc(C2CC(=O)C(c3ccc(Cl)c(Cl)c3)=CN2Cc2ccccc2)cc1 (stereo not drawn)	-3	-1
O=C(c1ccccc1)N1CC(=O)N2[C@H](CO)[C@H](c3ccc(C4=CCCC4)cc3)[C@@H]2C1	4	0
O=C(Nc1ccc(F)cc1)C(c1ccccc1)N1CCN(c2ccncc2)CC1 (stereo not drawn)	-1	8
O=[N+]([O-])c1ccc(Cl)cc1NCCCN1CCOCC1	2	3
O=C(NC[C@H]1CC[C@@H]2[C@@H](CN2S(=O)(=O)c2ccccc2[N+](=O)[O-])O1)C1CC1	-4	-4
CN1C(=O)c2cc(NC(=O)C3CCCCC3)ccc2OC[C@@H]2O[C@@H](CC(=O)NCC3CCCCC3)CC[C@H]21	4	6
COC(=O)[C@]12CCCCC=C1N(CCC1=CCCCC1)C(=O)[C@H](CC(=O)NCc1cccc(C(F)(F)F)c1)C2	-2	-5
CCC(=O)N1N=C(c2ccc(NS(C)(=O)=O)cc2)CC1c1ccc(N(C)C)cc1 (stereo not drawn)	1	4
O=C(c1cccc(F)c1)N1CC(=O)N2[C@H](C1)[C@@H](c1ccc(C3=CCCC3)cc1)[C@@H]2CO	0	3
O=C(Nc1nc2ccccc2s1)c1ccc2c(c1)S(=O)(=O)c1ccccc1C2=O	2	-2
C=CCN(CC=C)C[C@@H]1CSCCS(=O)(=O)N1	2	-1
O=C(NCc1ccccc1)[C@H]1CCCN1C(=O)[C@H]1CCCN1C(=O)N1CCOCC1	0	0
COc1ccccc1NC(=O)N[C@H]1C=C[C@H](CC(=O)N[C@@H](C)c2ccccc2)O[C@H]1CO	-2	-1
C[C@H]1CN([C@@H](C)CO)C(=O)c2c(c3ccccc3n2C)-c2ccccc2CO[C@@H]1CN(C)Cc1cccc(F)c1	18*	-6
O=C(C[C@H]1C=C[C@@H](NC(=O)c2cccnc2)[C@H](CO)O1)NCc1ccncn1	8	-6
O=C(NC[C@H]1CC[C@@H]2[C@@H](CN2S(=O)(=O)c2ccccc2F)O1)C1CCCCC1	0	0
COc1ccc(S(=O)(=O)N(C)C[C@@H]2Oc3ccc(NS(=O)(=O)c4ccc(C)cc4)cc3C(=O)N([C@@H](C)CO)C[C@@H]2C)cc1	4	1
CC(C)(C)C(=O)c1c(N)[nH]c(C(=O)c2ccccc2)c1-c1ccccc1Br	-5	-5
CC(C)(O)c1cn([C@H]2C[C@@H]3O[C@@H](CO)CC[C@@H]3O[C@@H]2CCc2ccc(-c3cccnc3)cc2)nn1	1	4
C=CC(=O)Nc1cccc(Oc2nc(Nc3ccc(N4CCN(C)CC4)cc3OC)ncc2Cl)c1	-7	0
Clc1cccc(Cc2c(-c3cccc(Cl)c3)nc3c4ccccc4ccn23)c1	-3	0
COc1ccccc1NC(=O)N1CC(=O)N2[C@H](CO)[C@@H](c3ccc(C#Cc4ccccc4)cc3)[C@H]2C1	7	-4
CCC(=O)N1N=C(c2ccc(NS(=O)(=O)CC)cc2)CC1c1ccc(C)cc1 (stereo not drawn)	-68	3
N#C[C@@H]1[C@@H](c2ccccc2C2=CCCC2)[C@H](CO)N1C(=O)NC1CCCC1	2	9
O=C(C1CCCC1)N1CC[C@@H]2[C@H](CO)Nc3ccc(Br)cc3[C@@H]21	5	-5
COc1ccc2c3c(n(C)c2c1)[C@H](CO)N(C(=O)c1ccc(F)cc1)CC31CN(CC2CCOCC2)C1	-3	7
Brc1ccc(-c2csc(N3CCOCC3)n2)cc1	-4	-2
Cc1ccc(C)c(S(=O)(=O)N2CCCCC2CCNC(=O)C(=O)NC2CC2)c1 (stereo not drawn)	1	-4
Cc1ccc(-c2ccc([C@@H]3[C@@H](CO)N4C(=O)CN(C(=O)Nc5cccc(F)c5)C[C@@H]34)cc2)cc1	-2	-8
Cc1ccc(OCc2ccc(Br)cc2)c([N+](=O)[O-])n1	-7	-3
Cc1cccc(C)c1NC(=O)C1C(c2ccc3c(c2)OCO3)=Nc2ccccc2N1C(=O)c1ccccn1 (stereo not drawn)	-4	-3
O=C(C1CCCCC1)N1CC(=O)N2[C@@H](CO)[C@@H](c3ccc(-c4cccnc4)cc3)[C@@H]2C1	-7	-1
COc1cc(CN2CC3(CCN(C(=O)Nc4c(C)noc4C)CC3)c3c(n(C)c4cc(OC)ccc34)[C@@H]2CO)cc(OC)c1	7	3
CN(C)CC(=O)N1CC2(C1)[C@@H](c1ccccc1)[C@@H](CO)N2C(=O)C1CCC1	-8	0
CN(C)CC(=O)N[C@H]1CC[C@H](CCNC(=O)C2CC2)O[C@H]1CO	-3	3
COc1ccccc1C/C(N)=N/OC(=O)COc1cc(C)cc(C)c1C	-3	-3
N#C[C@@H]1[C@@H](c2ccccc2-c2ccccc2)[C@@H](CO)N1C(=O)NC1CCCCC1	2	-1
CCS(=O)(=O)N1CC2(C1)[C@H](c1ccccc1)[C@H](CO)N2C(=O)C1CC1	2	-2
O=S(=O)(N[C@H]1CC[C@@H](CCn2cc(-c3ccccc3F)nn2)O[C@@H]1CO)c1ccc(F)cc1	-3	7
CCCNC(=O)N1CCC2(CC1)CN(C(=O)COC)[C@@H](CO)c1[nH]c3cc(OC)ccc3c12	1	0
COC(=O)c1ccc2nc(-c3ccc(Cl)cc3)c(Cc3ccc(OC)cc3C)n2c1	3	-7
CCOC(=O)[C@]12CCCC=C1N(Cc1cccc3ccccc13)C(=O)[C@H](CC(=O)N1CCSCC1)C2	0	-2
COc1cc(C2CC(c3cccnc3)=NN2c2ccc(F)cc2)cc(OC)c1OC (stereo not drawn)	-2	-1
CCCC(=O)N1CCC2(CC1)CN(Cc1ccncc1)[C@@H](CO)c1[nH]c3cc(OC)ccc3c12	1	-5
CCCNC(=O)[C@@H]1[C@@H](CO)[C@@H]2Cn3c(ccc(-c4ccccc4F)c3=O)[C@@H]2N1C(=O)C1CCC1	-10	0

Other results follow.
SMILES	SIRT5 inh	ERp5 block
O=c1[nH]cnc2c1ncn2C1OC(CO)CC1F (stereo not drawn)	-4	0
CCOC(=O)c1cc(NC(=O)Nc2nccs2)c(C)nc1C	-1	1
Cc1cccc(N=Nc2c(C)[nH]n(C(N)=S)c2=O)c1C	-2	1
CCOC(=O)[C@]12CCCC=C1N(Cc1ccccc1)C(=O)[C@H](CC(=O)N1CCN(C(=O)C3CC3)CC1)C2	-1	0
O=C1CN(S(=O)(=O)Cc2ccccc2)C[C@@H]2[C@H](c3ccc(C#CCC4CCCC4)cc3)[C@H](CO)N12	13	-1
COc1ccc(NC(=O)N(C)C[C@@H]2OCCCC[C@@H](C)Oc3ccc(NC(=O)Nc4ccc(C(F)(F)F)cc4)cc3C(=O)N([C@@H](C)CO)C[C@@H]2C)cc1	16*	-5

These rows are one share of the data (hit frequency here may not be typical).
